Granule exo inh: blocks lytic granule exocytosis; 0.66% of 360,000 active; AID 651702; inhibition, % at 10 µM; TALL-104 LAMP-1 surface exposure, flow cytometry; cells stimulated with thapsigargin and PMA;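 active = inhibition above about 55%, limit read from the data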
MC4R antag cAMP: antagonists of human melanocortin 4 receptor (MC4R). P32245. AID 540295. inhibition, % at 6.5 µM. 0.48% of 360,000 active. MC4R-expressing cells, MTII-stimulated cAMP, LANCE TR-FRET;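 active = inhibition above its plate's cutoff, the mean of tested wells on that plate plus 3 SD, cut at about 29% in these data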;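 also: 0% = Melanotan II alone and 100% = Melanotan II plus saturating MCL0020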
Target sequence (P32245 whole entry, looked up): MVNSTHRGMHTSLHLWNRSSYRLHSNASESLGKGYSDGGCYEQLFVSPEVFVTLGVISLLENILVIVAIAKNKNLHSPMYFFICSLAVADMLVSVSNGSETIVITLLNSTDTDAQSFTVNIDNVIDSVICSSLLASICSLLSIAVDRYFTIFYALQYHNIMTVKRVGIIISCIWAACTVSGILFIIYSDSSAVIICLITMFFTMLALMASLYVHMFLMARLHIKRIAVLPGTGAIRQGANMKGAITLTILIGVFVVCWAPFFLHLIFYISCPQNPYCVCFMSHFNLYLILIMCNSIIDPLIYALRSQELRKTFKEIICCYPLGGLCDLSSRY
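System – human MC4R-expressing U2OS cells · Also added – Melanotan II · Dosing – one concentration, 6.5 µM nominal · Timing – 30-min compound, 1-h challenge, 1-h detection, room temperature · Measured by – Eu-cAMP/anti-cAMP TR-FRET, emission 671 nm · Replicates – singlicate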
m5-HT2A agonist: mouse HTR2A agonism via beta-arrestin recruitment | P35363 | CHO-K1 mHTR2A beta-arrestin complementation, luminescence; percent of 30 µM serotonin response | activation, % at 7.6 µM | 0.66% of 360,000 active | AID 624169;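 active = activation above a run cutoff, the mean activation of all tested compounds plus 3 SD, cut at about 14% in these data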;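 also: 0% = plate median of compound wells and 100% = 30 µM serotonin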
Target sequence (P35363 whole entry, looked up): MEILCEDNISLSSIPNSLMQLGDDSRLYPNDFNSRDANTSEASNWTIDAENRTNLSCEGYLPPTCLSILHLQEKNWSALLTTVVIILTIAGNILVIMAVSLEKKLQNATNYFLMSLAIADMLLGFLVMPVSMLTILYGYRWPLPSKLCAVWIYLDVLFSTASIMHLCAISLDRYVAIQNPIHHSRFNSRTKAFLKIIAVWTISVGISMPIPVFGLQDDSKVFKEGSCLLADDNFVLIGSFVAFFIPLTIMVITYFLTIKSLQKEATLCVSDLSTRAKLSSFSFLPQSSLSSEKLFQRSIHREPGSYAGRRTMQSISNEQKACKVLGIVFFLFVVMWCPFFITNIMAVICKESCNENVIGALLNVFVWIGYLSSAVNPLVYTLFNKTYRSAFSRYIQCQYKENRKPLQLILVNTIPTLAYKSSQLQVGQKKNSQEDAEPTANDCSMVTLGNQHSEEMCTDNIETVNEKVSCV
Glyco luc inh: N-linked glycosylation inhibition. 0.23% of 360,000 active. D54 ERlucT glycosylation luciferase reporter, 24 h; percent of 100 nM tunicamycin response. reporter increase, % at 12.5 µM;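 active = mean luciferase reporter signal, scaled so untreated is 0 and the glycosylation-blocking control 100, at or above a set limit in every replicate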;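 also: luciferase carries N-glycosylation sites so blocking glycosylation raises the light; 0% = median of neutral control wells and 100% = median of 100 nM tunicamycin wells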
H9c2 protect: modulators protecting cardiomyocytes from myocardial damage | H9c2 cardiomyocytes, H2O2 injury protection, ATPLite, 2 h | protection from H2O2 cell death, % at 20 µM | AID 588492 | 0.63% of 360,000 active;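 active = compounds giving at least 50% protection of heart cells from peroxide-induced death in the single-dose screen, raw or plate-pattern-corrected value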;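 also: 0% = DMSO wells with peroxide and 100% = DMSO wells without peroxide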
ABCB6 inh MLPCN: human ABCB6 transporter inhibition; K562-ABCB6 porphyrin accumulation, flow cytometry, 1 h; active compounds read low; AID 602162; fluorescence ratio to DMSO, % at 10 µM; 0.19% of 360,000 active;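 active = fluorescence ratio to DMSO below 75%, the collection mean minus 3 SD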;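 also: signal is porphyrin accumulated inside mitochondria; 100% equals median channel fluorescence of DMSO control wells; lower ratio means ABCB6 inhibition with less porphyrin fluorescence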
PDI inh: PDI (human) enzyme inhibition. P07237. PDI insulin aggregation turbidity, A650, 90 min. inhibition, % at 10 µM. 0.052% of 350,000 active. AID 588391;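 active = mean inhibition across replicates of 30% or more, whatever share of single replicates reach that level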;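 also: absorbance from insulin aggregation driven by PDI reduction with DTT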
CaV13 FRET inh: Disruptors of the CACNA1D IQ motif to Ca2+-dependent inactivation inhibitor domain association, primary screening, Förster resonance energy transfer in intact living …. HEK cells, CFP/YFP FRET ICDI-IQ, plate reader, 10 min; percent FRET-ratio fall versus neutral wells. inhibition, % at 12.3 µM. 0.098% of 340,000 active;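 active = mean replicate inhibition of at least 30% and at least 1% of replicates passing that level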;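 also: 0% = median of the neutral control wells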
MC4R ag barr: human MC4R agonism via beta-arrestin | U2OS MC4R beta-arrestin complementation, luminescence; percent of melanotan II response, DMSO zero | activation, % at 8.9 µM | P32245 | AID 540308 | 0.98% of 360,000 active;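 active = activation above a per-plate cutoff, the mean activation of sample wells on that plate plus 3 SD, cut at about 8% in these data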
ABHD5 PLIN5 PPI: ABHD5-PLIN5 protein interaction inhibition | 0.78% of 360,000 active | Q00G26+Q8WTS1 | Split G. princeps luciferase complementation, luminescence, 4 h | inhibition, % at 4 µM;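 active = inhibition above the mean inhibition across every tested compound plus 3 SD, cut at about 22% in these data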;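 also: 0% = DMSO only wells and the 100% control is not disclosed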
The depositor's hits bear a star; / = no result given. Compounds as they come. About 4.2% of those tested had a hit in this group.

SMILES | PDI inh | ABHD5 PLIN5 PPI | H9c2 protect | m5-HT2A agonist | Granule exo inh | Glyco luc inh | ABCB6 inh MLPCN | CaV13 FRET inh | MC4R antag cAMP | MC4R ag barr
COCCCNC(=O)c1sc2ncn(CC(=O)Nc3ccc(C)c(Cl)c3)c(=O)c2c1C | 10 | 6 | 5 | 5 | -2 | 21 | 97 | -3 | 8 | -0.2
COCCn1c(C)c(C(=O)O)sc1=S | 2 | 12 | 6 | 1 | 0 | 3 | 97 | -2 | 2 | -0.2
O=C(Nc1ccc(C(=O)O)cc1)/C(=C\c1ccc2c(c1)OCO2)NC(=O)c1ccccc1 | -4 | 10 | 6 | 1 | 16 | 0 | 86 | -5 | -8 | 1.6
CCCCCCn1c(N2CCC(C(N)=O)CC2)nc2c1c(=O)[nH]c(=O)n2C | -6 | -6 | 3 | -2 | 0 | 1 | 93 | -4 | 2 | -0.6
Cc1ccc(S(=O)(=O)N2N=C3CCCCC3C2(O)C(F)(F)F)cc1 (stereo unspecified) | -3 | -6 | 1 | 0 | -1 | 1 | 94 | 1 | -3 | -0.6
COc1ccccc1-n1c(SCC(=O)N2CCc3ccccc32)nc2c(c1=O)SCC2 | / | -4 | 22 | -1 | -1 | 3 | 96 | -10 | 3 | -1.1
O=C(NC(Cc1ccccc1)C(=O)O)/C(=C\c1ccccc1)NC(=O)c1ccco1 (stereo unspecified) | 4 | 0 | -1 | 4 | 2 | -2 | 98 | -3 | 15 | 0.6
COc1ccc(NC(=O)CN2C(=O)/C(=C3\SC(=S)N(C4CCS(=O)(=O)C4)C3=O)c3ccccc32)cc1 (stereo unspecified) | 5 | -5 | -6 | 8 | -9 | 12 | 91 | -3 | 4 | 1.4
CCOC(=O)c1c(NC(=S)Nc2ccccc2)sc2c1CCN(CC)C2 | 2 | -3 | 4 | 0 | 2 | 0 | 105 | -4 | 2 | -0.4
O=C(NCc1ccccn1)c1cc(-c2ccc(Cl)cc2)oc1C(F)(F)F | 3 | -6 | -2 | -7 | -12 | -1 | 93 | 1 | 4 | 0.1
Cc1ccc(C(=O)OCC(=O)NCc2cccs2)cc1S(=O)(=O)N1CCOCC1 | -3 | -1 | -2 | -3 | -3 | 1 | 98 | -1 | -4 | -1.7
CCOC(=O)C1=C(C)Nc2sc(C(=O)c3ccc(Br)cc3)c(N)c2C1c1ccc(C(=O)OC)cc1 (stereo unspecified) | -4 | -1 | 0 | -5 | 1 | -5 | 93 | / | 8 | 3.1
Cc1ccc2cc(C#N)c(N3CCCN(C(=O)C4CCCO4)CC3)nc2c1 (stereo unspecified) | -1 | -1 | 18 | 1 | 1 | 3 | 98 | -7 | 1 | -2.0
O=C(Nc1ccccn1)c1cccc(S(=O)(=O)N2CCCCC2)c1 | 25 | -4 | 0 | 3 | 0 | -1 | 99 | -1 | 3 | -0.8
COc1ccc2cc(C(=O)N3CCCCCC3)sc(=O)c2c1OC | 4 | -2 | 0 | -1 | 0 | 0 | 97 | 0 | 6 | -1.4
CO/N=C(/CNC(=O)c1cccc(Cl)c1)c1ccc(Cl)cc1 | 8 | -10 | -2 | -6 | -4 | -1 | 100 | / | 8 | 5.7
O=C(COC(=O)c1ccccc1OCc1ccc(Cl)cc1)NCC1CCCO1 (stereo unspecified) | 0 | -11 | -2 | -7 | -23 | 2 | 96 | -7 | 3 | -0.9
O=C1CCC(C(=O)N(CCO)Cc2ccccc2)CN1CCCN1CCOCC1 (stereo unspecified) | 2 | -2 | -1 | 8 | -1 | 2 | 100 | -7 | 4 | -0.9
Cc1onc(-c2ccccc2)c1C(=O)N1CCc2ccccc21 | 3 | 5 | -2 | 1 | -2 | -2 | 100 | -7 | 6 | -0.3
CCC(=O)NC(=S)Nc1ccc(NC(=O)c2ccc(Br)o2)cc1 | -4 | -6 | 6 | -2 | -1 | -2 | 88 | -4 | 6 | -1.8
Cc1ccc(Cl)cc1N1CCN(C(=O)C2CCN(S(=O)(=O)c3cccnc3)CC2)CC1 | -7 | 6 | -24 | 4 | 2 | -3 | 102 | 0 | -4 | 2.0
CCOc1cccc(C2C(C(=O)c3cccs3)=C(O)C(=O)N2Cc2cccnc2)c1 (stereo unspecified) | -3 | 13 | 2 | 3 | 4 | 5 | 105 | 3 | 2 | 1.8
COc1ccccc1Nc1nc(N)nc(CN2CCOCC2)n1 | -12 | 3 | 8 | 2 | 0 | 5 | 94 | -7 | 9 | -1.1
CS(=O)(=O)N1CCN(c2cnn(-c3ccccc3)c(=O)c2Cl)CC1 | 6 | -4 | -4 | -2 | 4 | 2 | 100 | -7 | 5 | -2.0
CC1CN(CC(=O)Nc2cc(S(=O)(=O)N3CCCC3)ccc2Cl)CC(C)O1 (stereo unspecified) | 9 | -1 | -3 | -4 | -6 | 0 | 100 | 2 | 25 | 0.4
CC(=O)c1ccc(NC(=O)CN2C(=O)COc3ccc(Cl)cc32)cc1 | / | 0 | -6 | 5 | 2 | -1 | 102 | -10 | 5 | -0.4
COC(=O)COC(=O)c1ccc(Oc2nc(OC)nc(N(C)C)n2)cc1 | -1 | 15 | 9 | -4 | -1 | 0 | 97 | -4 | 10 | 0.7
Oc1ccccc1/C=N/Nc1nc2ccccc2o1 | -7 | -12 | 8 | -5 | 0 | -14 | 100 | -5 | 19 | 1.4
Cc1occc1C(=O)Nc1ccc(S(=O)(=O)N2CCCC2)cc1 | 7 | 0 | -1 | -1 | -1 | 1 | 104 | -8 | 7 | -1.8
COc1cccc(C2NC(=S)NC(C)=C2C(=O)c2ccccc2)c1OC (stereo unspecified) | 12 | 1 | 3 | -5 | -1 | 7 | 105 | 2 | -18 | -0.7
CCc1ccc(/C=C2\Oc3cc(OC(=O)N4CCOCC4)ccc3C2=O)cc1 | 19 | -2 | -14 | -1 | -6 | -2 | 97 | -18 | 8 | -1.5
Cc1ccc(C)c(N2CCN(C(=O)c3ccc4nc(N5CCOCC5)sc4c3)CC2)c1 | 3 | 7 | -6 | 4 | -21 | -3 | 88 | -3 | -3 | -2.5
CCN(CC)C(=O)[C@H]1CC(CC(=O)NCCC2=CCCCC2)C(=O)N2CCc3c([nH]c4ccc(OC)cc34)[C@]12C (stereo partly specified) | -1 | 6 | 2 | 3 | 1 | 3 | 101 | -6 | 12 | -0.6
O=C(Cn1nnc(-c2ccccc2Cl)n1)NCc1ccc2c(c1)OCO2 | -3 | -1 | -6 | -2 | 0 | 2 | 93 | -3 | -9 | 2.7
Cc1ccc(S(=O)(=O)Nc2cccc(C(=O)NCCCn3ccnc3)c2)cc1F | 0 | 12 | 0 | -15 | 3 | -1 | 101 | -5 | 19 | 3.5
COc1cccc(CN2CCNC(=O)C2CC(=O)N(C)C2CCCCC2)c1OC (stereo unspecified) | -9 | 0 | 5 | 5 | 0 | 2 | 96 | -4 | -8 | -1.1
O=C(NNc1ccccc1)c1ccccc1 | 2 | -4 | 3 | -1 | -10 | 4 | 101 | -5 | -1 | -0.5
C(=N\NCc1ccccc1)/c1ccc2nccnc2c1 | 0 | -5 | -1 | 10 | 0 | -4 | 98 | -12 | 4 | -2.4
Cc1nnc(SCC(=O)c2cc(C)n(C3CC3)c2C)s1 | 4 | -2 | -5 | -2 | -2 | -3 | 99 | -5 | -2 | -0.5
CCOC(=O)c1csc(NC(=O)c2cccs2)n1 | 0 | -1 | -7 | 4 | -4 | -3 | 100 | -3 | 0 | -2.7
Cc1c(NC(=O)CN2C(=O)NC(C)(c3ccccc3)C2=O)c(=O)n(-c2ccccc2)n1C (stereo unspecified) | -2 | 5 | 12 | 1 | 1 | 2 | 106 | -2 | 29* | 0.0
CC(C)(C)NC(=O)CN(Cc1cccs1)C(=O)CCN1CCc2ccccc21 | 12 | 1 | 2 | -1 | -2 | 0 | 100 | 4 | 5 | -0.4
O=C(Cn1nnc(-c2ccc(OCc3ccccc3F)cc2)n1)N1CCOCC1 | 3 | 0 | -12 | -5 | 3 | -1 | 99 | -4 | 7 | -0.1
CCC(C)N(C(=O)COC(=O)CSc1ccc(C)c(C)c1)C1CCS(=O)(=O)C1 (stereo unspecified) | -15 | 4 | 3 | 15* | 8 | 0 | 96 | -6 | -3 | -1.3
CC(C)c1[nH]nc2c1C(c1cccc(OC(=O)N3CCOCC3)c1)C(C#N)=C(N)O2 (stereo unspecified) | 7 | -1 | 8 | 0 | -1 | 0 | 96 | / | 14 | -1.1
COc1cc([N+](=O)[O-])ccc1NC(=O)CCCOc1ccccc1 | 3 | -3 | -2 | -2 | -1 | 0 | 90 | -5 | 8 | 0.6
CC(C)(C)C(=O)Nc1cc2c3c(c1)CC(=O)N3CCC2 | 5 | 7 | 6 | 3 | -4 | 2 | 106 | -3 | 11 | -2.6
O=C(CN1CCCCC1)Nc1ccc(S(=O)(=O)c2ccc(NC(=O)CN3CCCCC3)cc2)cc1 | -1 | -14 | -7 | -2 | 4 | 0 | 99 | -5 | 12 | 0.8
NC(=O)N1N=C2/C(=C/c3ccccc3)CCCC2C1c1ccccc1 (stereo unspecified) | 2 | -1 | -14 | 10 | 11 | 0 | 87 | -3 | 1 | 2.6
O=C(CSc1ncn[nH]1)Nc1ccnc2ccccc12 | -2 | -2 | -7 | -2 | 2 | -2 | 100 | -5 | -6 | 0.2
C=CCSc1nc2c(c(=O)[nH]c(=O)n2C)n1Cc1ccccc1 | -2 | 4 | 3 | -6 | 11 | -2 | 102 | -5 | 4 | -0.9
COc1cccc(-c2cc(C(=O)NC3CCCC3)c3ccccc3n2)c1 | 5 | -1 | 0 | -4 | 15 | 1 | 98 | -4 | 17 | -1.2
C=CCn1c(SCC(=O)N2CCN(c3ccc(F)cc3)CC2)nnc1-c1ccco1 | / | -4 | 0 | -3 | 6 | -8 | 103 | -2 | 8 | 0.9
Oc1ccc(N=Nc2nccs2)c(O)c1 | -2 | 6 | -7 | -7 | 23 | -4 | 102 | / | -12 | -3.9
CC12CCC(=O)C=C1C(F)CC1C2C(O)CC2(C)C1CCC2(O)C(=O)CO (stereo unspecified) | -8 | 3 | -3 | 12 | 14 | 6 | 99 | -6 | 1 | 1.1
COc1ccc(OC)c(NS(=O)(=O)c2ccc3[nH]c(=O)[nH]c3c2)c1 | -1 | -6 | 1 | -1 | 0 | 2 | 99 | -9 | -3 | -1.9

Compound activity deposited in PubChem BioAssay by several laboratories.
